Screening results: PubChem, National Center for Advancing Translational Sciences (NCATS)
LmPK inh: inhibitors of Leishmania mexicana pyruvate kinase. Potency, µM (doses to about 57.5 µM), for the others: at the top dose activity change, negative = inhibition, usual class: inhibitors. purified LmPK, Kinase-Glo ATP luminescence, 1 h. AID 1721. 290,000 compounds, 0.37% hits. Q27686; also: potency is read from the fitted curve at half-maximal effect; % is scaled to controls: 0 for no effect and ±100 for the full control effect
Target sequence (Q27686 whole entry, looked up): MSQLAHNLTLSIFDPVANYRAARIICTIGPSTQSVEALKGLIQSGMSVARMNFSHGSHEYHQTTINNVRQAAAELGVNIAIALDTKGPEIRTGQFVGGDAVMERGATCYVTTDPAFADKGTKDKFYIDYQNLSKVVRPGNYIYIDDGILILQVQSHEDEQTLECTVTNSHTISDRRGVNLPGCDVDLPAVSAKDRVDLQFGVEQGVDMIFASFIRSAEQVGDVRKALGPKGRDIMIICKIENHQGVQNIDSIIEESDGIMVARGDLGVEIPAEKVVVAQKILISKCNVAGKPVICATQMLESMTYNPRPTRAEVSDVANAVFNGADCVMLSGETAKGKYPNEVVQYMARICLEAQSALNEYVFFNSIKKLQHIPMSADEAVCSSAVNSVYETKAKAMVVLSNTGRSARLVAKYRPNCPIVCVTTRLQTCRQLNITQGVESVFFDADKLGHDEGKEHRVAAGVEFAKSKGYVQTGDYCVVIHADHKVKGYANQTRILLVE
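Screened at intermediate enzyme activity to detect both inhibitors and activators: LmPK at 0.1 nM, with a 0.5 nM enzyme column as activation reference. PEP 0.5 mM, ADP 0.1 mM; ATP detected by luminescence after 1 h.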
Pf growth 48h: P. falciparum growth inhibition at 48 hours (one generation); P. falciparum luciferase growth in erythrocytes, 48 h; Potency, µM (top dose mostly 28.7 µM), for inactives: at the top dose activity change, negative = inhibition, most hits filed as inhibitors; 310,000 compounds, 5.9% hits; also: potency is read from the fitted curve at half-maximal effect; % is scaled to controls: 0 for no effect and ±100 for the full control effect
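Growth was read as firefly luciferase luminescence after a 48 h, 37 C, 5% CO2 exposure of compounds to reporter-bearing P. falciparum cultures (0.1% parasitemia, 2% hematocrit final) in Albumax-supplemented RPMI 1640.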
TbPYK inhibitor: T. brucei pyruvate kinase inhibition; Q57TT1; TbPYK enzyme, Kinase-Glo Plus ATP luminescence, 45 min; Potency, µM (top dose mostly 76.8 µM), without a hit: at the highest dose activity, negative = inhibition, usual class: inhibitors; 410,000 compounds, 0.12% hits; AID 624173; also: potency is read from the fitted curve at half-maximal effect; % is scaled to controls: 0 for no effect and ±100 for the full control effect; nearly all actives have a fitted effect of over 50% in size
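ADP (130 uM final) triggers the TbPYK reaction after compound addition; incubation is 45 min at room temperature. Kinase-Glo Plus is then added and luminescence imaged. Normalized data are fitted to concentration-effect curves.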
Shiga inhibitor: Shiga toxin inhibition. Vero cells, Shiga toxin protein synthesis inhibition reporter. inhibition, % at 38.7 µM. 290,000 compounds, 9.2% hits. AID 2315; in the data active = inhibition mostly above about 28%, no sharp cut-off; inactive = mostly below about 43%; also: 0% is about no effect
Pf growth 96h: P. falciparum growth inhibition at 96 hour, primary screen for plastid delayed-death inhibitors. Potency, µM (titrated, usually from 28.7 µM), for inactives: top-dose activity change, negative = inhibition, usual class: inhibitors. 320,000 compounds, 6.9% hits. P. falciparum luciferase reporter growth, 96 h. AID 504834; also: potency is read from the fitted curve at half-maximal effect; % is scaled to controls: 0 for no effect and ±100 for the full control effect
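Readout is luminescence from an integrated firefly luciferase in P. falciparum. Red cells, 2% hematocrit and 0.05% parasitemia final, were cultured with compound through two parasite generations (96 hours) at 37 C, 5% CO2.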
Cycloheximide cs: counter-screen hit for Shiga toxin inhibitors, cycloheximide. cell reporter, cycloheximide protein synthesis inhibition counterscreen. max response, %. 300,000 compounds, 12% hits; in the data active = max response mostly above about 13%, no sharp cut-off; inactive = mostly below about 14%; also: read at 38.3 µM for the half of the compounds with a filed dose; 0% is about no effect
AMA1 RON2 block: AMA1-RON2 (P. falciparum) interaction inhibition | 360,000 compounds, 0.2% hits | Potency, µM (series often up to 58.2 µM), for the others: at the top dose activity change, negative = inhibition, usual class: inhibitors | AlphaScreen AMA1-biotinylated RON2 peptide binding;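 also: potency is read from the fitted curve at half-maximal effect; 0% = vehicle wells and -100% = peptide control; nearly all actives have a fitted effect of over 45% in size; some results filed as inactive show a strong effect at the top dose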
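AMA1 (3D7) with his tag at 25 nM final met compounds first, then biotinylated RON2 peptide at 25 nM; detection used donor plus acceptor beads, 10 µg/mL apiece, read by AlphaScreen after 30 min at room temperature.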
* hit, by the source's call; ? = inconclusive; . = no result given; & = joins results of further samples; [ ] = another dose, or the depositor's remark. Unless noted, calls follow the shape of the dose curve; as a rule, active = well fitted curve in the direction sought with a large enough effect; inconclusive = small, poorly fitted or top-dose-only effect, or another doubt; inactive = no such curve, though single readings can be large; an effect the other way counts as inactive or inconclusive.

SMILES	LmPK inh	Pf growth 48h	TbPYK inhibitor	Shiga inhibitor	Pf growth 96h	Cycloheximide cs	AMA1 RON2 block
COc1ccc(S(=O)(=O)N2CCN(C(=O)c3c(C)nn(-c4ccccc4)c3C)CC2)cc1	.	10µM*	-2%	.	8.3µM*	.	6%
O=C(Cc1ccccc1)Nc1ccnn1C1CCN(Cc2nccs2)CC1	-6%	-3%	-11%	-2	19%	-2	4%
O=C(CCC1CCCCC1)Nc1c2c(nn1-c1ccc(F)cc1)CS(=O)(=O)C2	-1%	45%[activator]	2%	18	?	11	4%
O=C1Nc2ccc(Br)cc2C1=Nc1cccnc1	0%	?	-1%	-3	?	-5	9%
NC(=O)c1cc(S(=O)(=O)N2CC=C(c3ccccc3)CC2)cs1	-2%	-5%	-3%	-6	6%	-4	6%
Cc1cc(N2CCN(C)CC2)nc(-c2ccccc2O)n1	0%	?	3%	11	?	-2	11%
Cc1ccc(C(c2nnnn2CS(=O)(=O)c2ccc(C)cc2)N2CCN(c3ncccn3)CC2)cc1 (centres undefined)	3%	4.1µM*	0%	8	?	-1	7%
Clc1cccc(Cl)c1/C=N/Nc1c(Cl)cncc1Cl	4%	0%	-8%	-3	2%	1	-6%
COc1cccc(C(=O)c2ncc(C(F)(F)F)cc2Cl)c1	-1%	-26%	-7%	34*	?	28	2%
CCN(CC)S(=O)(=O)N1CCC(C(=O)NCCN2CCOCC2)CC1	-5%	?	-3%	6	?	-2	0%
Cc1ccc(C(C)(C)NC(=O)C2CCC(=O)N(Cc3ccccc3F)C2)cc1 (centres undefined)	-6%	12%	2%	23	3%	16*	6%
Cc1cccc(NC(=O)COc2ccccc2C(=O)NC(C)c2ccccc2)c1 (centres undefined)	-7%	10%	5%	-20	9.3µM*	6	0%
COC(=O)Nc1ccc(S(=O)(=O)N2CCCCCC2)cc1	0%	?	-5%	19	19%	-2	2%
CCCc1cc(=O)oc2c3c(c(Cl)cc12)OCN(CCCO)C3	2%	22%	.	-7	30%[activator]	1	.
C=CCNc1nc(C(=O)OCC(=O)c2ccc(OC)cc2OC)cs1	.	21%	-3%	.	51%[activator]	.	0%
OC(COc1ccc(-c2ccccc2)cc1)CN1CCOCC1 (centres undefined)	-1%	-4%	.	28	69%[activator]	22*	.
CCc1nnc(NS(=O)(=O)c2ccc(N)cc2)s1	-6%	34%&-9%[activator]	-4%&6%	-4	0%&-1%	-2	6%
Cc1ccc(C)c(N(CC(=O)N2CCCCCC2)S(C)(=O)=O)c1	1%	-10%	-3%	.	?	1	3%
COc1ccc(-c2cccc(NC(=O)c3ccco3)c2)nn1	.	?	-6%	.	?	.	-6%
CC(=O)COc1cc(C)cc2oc(=O)cc(-c3ccccc3)c12	2%	11%	2%	8	-22%	2	3%
Cc1cccc2c(=O)c(C(=O)NCCCN3CCOCC3)c[nH]c12	-1%	-17%	1%	16	14%	-2	-2%
Cc1c(CCC(=O)NCCCN2CCCC2=O)c(=O)oc2cc(O)ccc12	-10%	26%	1%	20	?	-4	9%
CCC1CCCCN1C(=S)Nc1ccc(SC(F)F)cc1 (centres undefined)	3%	3%	-8%	3	-14%	1	7%
Cc1ccc(Nc2nc(-c3c(C)nc4ncccn34)cs2)cc1	0%	?	1%	-5	0%	-1	-4%
COc1ccc(OC)c(/C=C/C(=O)OCC(=O)Nc2cccc(Oc3ccccc3)c2)c1	-2%	-8%	7%	-9	0%	-2	36%[activator]
SMILES	LmPK inh	Pf growth 48h	TbPYK inhibitor	Shiga inhibitor	Pf growth 96h	Cycloheximide cs	AMA1 RON2 block
CC(C)=N/N=C1/NC(=O)C(CC(=O)Nc2cc(Cl)ccc2C)S1 (centres undefined)	2%	?	-5%	-9	0%	-3	59%[activator]
COc1ccc(NC(=O)c2sc(Cl)nc2-c2ccccc2)cc1	0%	-7%	-9%	11	-11%	10	-5%
CCOC(=O)c1csc(-c2ccc([N+](=O)[O-])cc2)n1	-7%	60%[activator]	-7%	90*	28%	40*	-1%
COc1ccc(NC(=S)NNC(=O)Cn2nc([N+](=O)[O-])cc2C)cc1	0%	42%[activator]	-19%	-19	18%	-1	43%[activator]
c1ccc(Nc2nc(Nc3ccccc3)nc(N3CCNCC3)n2)cc1	0%	?	-4%	-8	9.3µM*	-1	-3%
COCC1CCCN(Cc2nc(-c3ccc4c(c3)OCO4)no2)C1 (centres undefined)	-3%	113%[activator]	0%	54*	?	42*	1%
OC1(c2ccc3c(c2)OCO3)CCN(Cc2ccc(F)cc2)CC1	1%	-18%	-1%	-10	52%[activator]	-2	36%[activator]
CCn1c2ccccc2c2cc(NC(=O)CN3CCCC3)ccc21	-1%	6%	6%	-6	-28%	-2	-5%
COC(=O)c1ccc([N+](=O)[O-])c(CS(=O)(=O)c2ccc(Cl)cc2)c1	-8%	-16%	-2%	-6	12%	-2	0%
CC(C)N1CC(O)=C(c2nc3ccccc3c(=O)[nH]2)C1=N	0%	2%	-4%	30	.	5	-6%
CCOc1cc(Cl)c(NC(=O)CC)cc1OCC	2%	9%	-6%	-3	-13%	-3	13%
CC(C)[C@@H]1N[C@]2(C(=O)Nc3ccccc32)[C@@H]2C(=O)N(c3cccc(C(F)(F)F)c3)C(=O)[C@@H]21	5%	-19%	0%	-23	-26%	-5	-2%
Cc1nc2ccccn2c1C(=O)/C=C/c1ccc(F)cc1	-3%	27%	-2%	95*	?	54*	-4%
COc1ccc(OC)c(NC(=O)CSc2ccccc2)c1	1%	-3%	-1%	4	22%	1	-15%
COc1ccccc1OCCCOc1ccc(C)cc1Br	-3%	121%[activator]	-3%	74*	-12%	46*	86%[activator]
COc1ccc(C2C(C(N)=O)=C(C)Nc3nc(-c4ccccc4OC)nn32)cc1OC (centres undefined)	-1%	-21%	-16%	-11	?	-4	3%
Cn1c(CC(=O)Nc2ccc(F)cc2)c(Sc2ccccc2)c2ccccc21	1%	?	-6%	-4	?	-3	-6%
COc1ccc(-c2[nH]ncc2CN(C)Cc2c(C)n[nH]c2C)c(OC)c1	0%	11%	1%	9	1%	-7	3%
CCc1ccc(OCC(O)CN2CCCC2)cc1 (centres undefined)	-4%	-16%	1%	-1	-7%	-1	0%
COc1ccc(-c2cn(-c3ccc(C)cc3)c(=O)n2CC(=O)Nc2ccc(OC)cc2OC)cc1	14%	.	-8%	18	-4%	13	-3%
CC1=Nn2c(nnc2-c2cccs2)SC1	-4%	.	-14%	15	34%	-2	2%
CCOc1ccc(Oc2ccc(C(F)(F)F)cc2N)cc1	5%	29%	-5%	44	-5%	16*	4%
COc1cc2[nH]c(=S)nc(NCc3cccs3)c2cc1OC	-1%	?	-8%	-6	5%	3	77%[activator]
O=C(COC(=O)c1ccc(S(=O)(=O)N2CCCC2)cc1)Nc1cccnc1Cl	-1%	-13%	-18%	-24	14%	5	1%
CC1CCC/C(=N\NC(=O)Nc2ccccc2)C1 (centres undefined)	10%	-22%	1%	53*	?	27*	31%[activator]

Rewritten as comma-separated lines: part of the list above.
mol,LmPK inh,Pf growth 48h,TbPYK inhibitor,Shiga inhibitor,Pf growth 96h,Cycloheximide cs,AMA1 RON2 block
COc1ccc(NC(=S)NNC(=O)Cn2nc([N+](=O)[O-])cc2C)cc1,0%,42%[activator],-19%,-19,18%,-1,43%[activator]
c1ccc(Nc2nc(Nc3ccccc3)nc(N3CCNCC3)n2)cc1,0%,?,-4%,-8,9.3µM*,-1,-3%
COCC1CCCN(Cc2nc(-c3ccc4c(c3)OCO4)no2)C1 (centres undefined),-3%,113%[activator],0%,54*,?,42*,1%
OC1(c2ccc3c(c2)OCO3)CCN(Cc2ccc(F)cc2)CC1,1%,-18%,-1%,-10,52%[activator],-2,36%[activator]
CCn1c2ccccc2c2cc(NC(=O)CN3CCCC3)ccc21,-1%,6%,6%,-6,-28%,-2,-5%
COC(=O)c1ccc([N+](=O)[O-])c(CS(=O)(=O)c2ccc(Cl)cc2)c1,-8%,-16%,-2%,-6,12%,-2,0%
CC(C)N1CC(O)=C(c2nc3ccccc3c(=O)[nH]2)C1=N,0%,2%,-4%,30,.,5,-6%
CCOc1cc(Cl)c(NC(=O)CC)cc1OCC,2%,9%,-6%,-3,-13%,-3,13%
CC(C)[C@@H]1N[C@]2(C(=O)Nc3ccccc32)[C@@H]2C(=O)N(c3cccc(C(F)(F)F)c3)C(=O)[C@@H]21,5%,-19%,0%,-23,-26%,-5,-2%
Cc1nc2ccccn2c1C(=O)/C=C/c1ccc(F)cc1,-3%,27%,-2%,95*,?,54*,-4%
COc1ccc(OC)c(NC(=O)CSc2ccccc2)c1,1%,-3%,-1%,4,22%,1,-15%
COc1ccccc1OCCCOc1ccc(C)cc1Br,-3%,121%[activator],-3%,74*,-12%,46*,86%[activator]
COc1ccc(C2C(C(N)=O)=C(C)Nc3nc(-c4ccccc4OC)nn32)cc1OC (centres undefined),-1%,-21%,-16%,-11,?,-4,3%
Cn1c(CC(=O)Nc2ccc(F)cc2)c(Sc2ccccc2)c2ccccc21,1%,?,-6%,-4,?,-3,-6%
COc1ccc(-c2[nH]ncc2CN(C)Cc2c(C)n[nH]c2C)c(OC)c1,0%,11%,1%,9,1%,-7,3%
CCc1ccc(OCC(O)CN2CCCC2)cc1 (centres undefined),-4%,-16%,1%,-1,-7%,-1,0%
COc1ccc(-c2cn(-c3ccc(C)cc3)c(=O)n2CC(=O)Nc2ccc(OC)cc2OC)cc1,14%,.,-8%,18,-4%,13,-3%
CC1=Nn2c(nnc2-c2cccs2)SC1,-4%,.,-14%,15,34%,-2,2%

Following part.
SMILES	LmPK inh	Pf growth 48h	TbPYK inhibitor	Shiga inhibitor	Pf growth 96h	Cycloheximide cs	AMA1 RON2 block
COc1ccc(NC(=O)C(NC(=O)Cc2cccs2)c2ccccc2)cc1 (centres undefined)	1%	16%	-8%	8	21%	-4	3%
CC(=O)Nc1ccc(OC(=O)c2cc3cc(Br)ccc3oc2=O)cc1	-10%	4%	8%	3	4.1µM*	1	3%
COc1ccc(C)cc1S(=O)(=O)Nc1cccc(-c2ccc(N3CCCCCC3)nn2)c1	-3%	-5%	-24%	27	?	20*	-12%
CC1Cc2ccccc2N1C(=O)CSc1nnc2sc3ccccc3n12 (centres undefined)	4%	.	0%	-2	14%	-2	17%
COCCNC(=O)c1ccc(NC(=O)C2(c3ccccc3)CCCC2)cc1	1%	?	5%	-6	2%	-7	-6%
CC1=CC(c2ccccc2)NC(=S)N1 (centres undefined)	1%	-10%	-19%	-10	?	-3	3%
Cc1ccc(C)c(-n2c(-c3csc(C)c3C)n[nH]c2=S)c1	7.1µM*	?	?	-4	0%	-5	39%[activator]
CCN(CC(=O)N1CCCCC1)S(=O)(=O)c1ccccc1	-8%	10%	-4%	-2	?	1	-2%
Cc1cc(OCc2cccc(Cl)c2)c(C)cc1CN1CCOCC1	4%	76%[activator]	-6%	25	?	24*	0%
